Screening data: PubChem BioAssay, several laboratories
Myeloid diff 2 = myeloid differentiation induction. ER-HoxA9 myeloid progenitors, lysozyme-GFP differentiation, flow cytometry. 360,000 compounds, 1% hits. calls only at 10 µM;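 active = normalized GFP-positive differentiation at or above the plate's own cutoff, the solvent-only control mean plus 3 SD; inconclusive = no clear call, values can overlap the other calls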;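 also: cells exposed to compound for four days before flow analysis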
MT stabilize HCS = microtubule stabilization, imaging screen | HeLa tubulin immunostaining HCS, 24 h; share of cells brighter than vehicle mean+2SD | % tubulin-high responders, % at 10 µM | 200,000 compounds, 0.83% hits | AID 2205;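 active = plate Z-score above 3 for both tubulin-high and condensed-nucleus cell shares, with cell loss under 80%, at 10 µM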;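 also: anti alpha tubulin signal scored within the nucleus-defined area of each cell; some results filed as inactive read as strong as hits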
TNAP activation fold = stimulation of alkaline phosphatase TNAP activity – biochemical, luminescent, no phosphate acceptor, uHTS, primary screen (AID 1001). purified TNAP, luminescent activation assay, no phosphate acceptor; higher activation fold means a stronger effect. one-dose activation fold at 20 µM; EC50 in µM for titrated hits. 200,000 compounds, 0.03% hits; in the data active = activation fold from about 3, or a potency from the dose series; inactive = the rest, 99 in 100 with activation fold below about 1.6; also: many of its hits are not listed in these tables
Lipid droplet = hepatic lipid droplet formation modulation | 240,000 compounds, 0.4% hits | AML12 mouse hepatocytes, oleate lipid droplets, BODIPY imaging | AID 1656 | inhibition, % at 6.5 µM;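 active = lipid droplet intensity inhibited by at least 50%, with more than 500 cells counted; inconclusive = wells with under 300 cells, treated as cytotoxic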
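Test system: AML12 mouse liver cells; schedule: overnight exposure; technique: high-content imaging of BODIPY-stained droplets and DAPI nuclei; read-out: % inhibition of corrected integrated BODIPY droplet signal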
T cell HTS = T cell immune modulation candidate; 2C CD8+ T cell-vesicle binding, flow cytometry; stronger effect = lower value; calls only at 7 µM; 330,000 compounds, 0.068% hits; AID 2052;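 active = response, share of CD8 T cells binding vesicles, and their 90th percentile fluorescence all below set limits, cut at about 80% in these data, passing the limit was not always enough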
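Material: murine 2C transgenic CD8+ T lymphocytes / Also added: QL9-peptide-loaded Drosophila micro-vesicles bearing Ld, ICAM-1 and B7-1 / Schedule: binding step 1.5 h, 37 °C, antibody labelling 20 min, ice / Signal: flow cytometry, PE anti-B7-1 (FL2) versus Alexa647 anti-CD8 (FL8), PFA-fixed / Evaluation: percent CD8+ FL2 mean versus row control / Benchmarks: naked versus QL9-loaded vesicles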
Dynein transport = dynein cargo transport inhibition | 220,000 compounds, 0.47% hits | z-score, hits read low | 3617.4 mouse cells, GR-EGFP nuclear translocation imaging; test concentration mostly 20 µM; stimulated with dexamethasone, 1 µM; stronger effect = lower value | AID 1381;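 active = plate z-score of nuclear minus cytoplasmic receptor signal below a set negative limit, without overly bright fluorescence or cell loss, cut at about -3.5 in these data, passing the limit was not always enough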;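 also: z-score of nuclear minus cytoplasmic ring GR-EGFP intensity difference per well; some compounds called inactive have numbers as strong as hits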
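Also added – dexamethasone, 1.0 µM final · Buffer or medium – tet-free, stripped-serum medium · Schedule – induction 48 h, compound 1 h, agonist 30 min · Detection – formaldehyde fixation, Hoechst nuclear stain, 10x automated fluorescence imaging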
b-catenin transl = beta-catenin nuclear translocation modulation; HeLa beta-catenin nuclear translocation, immunofluorescence imaging; nuclear translocation activity, % at 5 µM; 190,000 compounds, 0.3% hits;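 active = nuclear translocation activity above 50% at 5 µM, with a well cell count of 50 or more; inconclusive = wells under 50 cells across six images, flagged as toxic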;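 also: per-cell ratio of nuclear to cytoplasmic median beta-catenin stain intensity; plate controls were DMSO negative control for no effect and GSK-3 inhibitor IX positive control for full effect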
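System: Human HeLa cells, endogenous beta-catenin | Compound dosing: 5 µM primary, 0.02–20 µM confirmation | Timing: 24 h compound exposure at 37°C, 5% CO2 | Measured by: Fluorescence imaging of beta-catenin antibody stain plus DAPI | Read-out basis: % activation of per-cell nuclear versus cytoplasmic median beta-catenin signal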
PMI inhibitors = MPI enzyme activity inhibition – biochemical, fluorescence intensity, coupled assay, primary screen (AID 1209); purified PMI enzyme, coupled fluorescence intensity; higher % means a stronger effect; one-dose inhibition, % at 20 µM; IC50 in µM for titrated hits; 190,000 compounds, 0.42% hits; in the data active = inhibition above about 50%;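 also: plate controls were DMSO vehicle for no effect and wells lacking substrate for full effect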
Ins promoter up = MIN6 insulin promoter up-regulation. 190,000 compounds, 0.3% hits. z-score at 5 µM. MIN6 insulin promoter-GFP reporter, high-content imaging; stronger effect = higher value;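 active = z-score above 3 at 5 µM with at least 500 cells counted in the well; inconclusive = wells under 500 cells, flagged as cytotoxic or low count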
Dynein transport cytoplasmic EGFP = further read-out of Dynein transport, marked with its call; z-score; measured here: cytoplasmic GR-EGFP intensity; stronger effect = higher value
Dynein transport nuclear GR-EGFP = also measured in Dynein transport; calls as there; z-score; measured here: nuclear GR-EGFP intensity;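 lower value marks the stronger effect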
Dynein transport cell count = recorded beside Dynein transport, whose call it bears; z-score; measured here: cell count per field
Ins promoter up cell count = further read-out of Ins promoter up, marked with its call; cell count; measured here: cytotoxicity, nuclei count;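 total cells summed across four imaged fields per well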
Lipid droplet cells 6.5 µM = further read-out of Lipid droplet, marked with its call; cell count; measured here: cell count, cytotoxicity flag;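 cells counted across two imaged fields per well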
b-catenin transl cell count 5 µM = further read-out of b-catenin transl, marked with its call; cell count; measured here: cell count, cytotoxicity flag
T cell HTS vesicle-bound % = also measured in T cell HTS; calls as there; double positive events, %; measured here: CD8+ vesicle-bound cell fraction;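 binding gate set so that unloaded-vesicle control wells show 10% double positive cells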
MT stabilize HCS Hoechst-high % = second read-out of MT stabilize HCS, no call of its own (marks repeat the call); % Hoechst-high responders; measured here: nuclear condensation Hoechst responders;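 share of cells brighter than vehicle mean plus two SD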
MT stabilize HCS cytotoxicity % = recorded beside MT stabilize HCS, whose call it bears; toxicity, %; measured here: cytotoxicity by cell density;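 0% = mean cell density of plate MIN control wells and 100% = no cells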
Myeloid diff 2 GFP+ MAC1+ % = recorded beside Myeloid diff 2, whose call it bears; GFP+ MAC1+ double positive, %; measured here: differentiation confirmed by MAC1 staining
An asterisk follows results filed as active; i = inactive; ? = inconclusive; . = no result given. The order is random; overall some 3% were active at least once.

SMILES | Myeloid diff 2 | Myeloid diff 2 GFP+ MAC1+ % | MT stabilize HCS | MT stabilize HCS Hoechst-high % | MT stabilize HCS cytotoxicity % | TNAP activation fold | Lipid droplet | Lipid droplet cells 6.5 µM | T cell HTS | T cell HTS vesicle-bound % | Dynein transport | Dynein transport cytoplasmic EGFP | Dynein transport nuclear GR-EGFP | Dynein transport cell count | b-catenin transl | b-catenin transl cell count 5 µM | PMI inhibitors | Ins promoter up | Ins promoter up cell count
CC(Oc1ccccc1)C(=O)NNS(=O)(=O)c1ccc([N+](=O)[O-])cc1 (stereo not drawn) | i | 0.2 | 3.5 | 1.8 | 0.6 | 1.1 | 0 | 694 | i | 4 | 0.022 | -0.21 | -0.33 | 0.16 | -3.2 | 502 | -10% | 0.05 | 1297
Cc1cc(C)n(-c2c(F)c(F)c(COC(=O)c3ccccc3)c(F)c2F)n1 | i | 0.7 | 1.5 | 1.2 | 8.4 | 1.1 | 0 | 787 | i | 2 | 0.097 | -0.31 | 0.074 | 0.51 | . | . | 7% | . | .
COc1ccc(NS(=O)(=O)c2cc(NC(=O)[C@@H](NC(=O)c3ccccc3)C(C)C)ccc2C)cc1 | i | 0.7 | 8.4 | 40 | 30 | 1.1 | 0 | 659 | i | 54 | -0.33 | -0.32 | -0.42 | 0.42 | 42 | 237 | -2% | 0.5 | 1170
O=C(CN1C(=O)c2ccccc2S1(=O)=O)NCCSCc1ccco1 | i | 7.1 | 3.4 | 2.0 | 8.4 | 1.1 | . | . | i | 25 | 0.33 | -0.22 | 0.23 | 0.22 | 3.9 | 1114 | -8% | -0.57 | 1295
Cc1cc(C)nc(/N=C(\N)Nc2ccc(S(=O)(=O)Nc3nccc(C)n3)cc2)n1 | i | 0.9 | 3.1 | 1.8 | 7.3 | 1.1 | 17 | 720 | i | 52 | -0.058 | -0.27 | 0.28 | 0.61 | 1.1 | 942 | -6% | -0.49 | 1592
O=C(Cn1ccc([N+](=O)[O-])n1)NCc1cccs1 | i | 7.1 | 2.8 | 1.9 | 9.9 | 1.1 | . | . | i | 14 | -0.17 | -0.11 | 0.63 | 0.81 | -0.5 | 1318 | -4% | -0.07 | 1685
Cc1ccc2c(c1)N(CC(=O)NCCc1c[nH]c3ccccc13)C(=O)CO2 | i | 9.0 | 5.8 | 3.4 | 6.9 | 1.1 | 11 | 761 | i | 22 | -1.9 | -0.25 | -0.88 | 1.1 | -6.1 | 1156 | 14% | -0.5 | 1198
CCC(=O)Nc1nnc(-c2ccc(OC)cc2)o1 | i | 2.2 | 2.8 | 2.9 | 6.0 | 1.1 | . | . | i | 38 | 0.31 | 0.027 | 0.5 | -1.6 | -6.5 | 1067 | 10% | -0.01 | 1024
Cc1ccc(S(=O)(=O)N(CC(=O)Nc2cccc(N(C)S(C)(=O)=O)c2)c2ccc(Cl)c(Cl)c2)cc1 | i | 1.3 | 4.6 | 1.4 | 1.1 | 1.3 | -30 | 689 | i | 31 | -0.46 | -0.22 | -0.41 | 0.83 | -1.4 | 1096 | 20% | -0.28 | 1797
O=C(CSc1ncnc2sc3c(c12)CCCC3)c1ccco1 | i | 0.6 | 2.1 | 1.9 | 8.0 | 1.1 | . | . | i | 27 | -0.21 | 1.9 | 0.26 | -0.29 | -2.5 | 913 | 1% | -0.83 | 1234
OCCN1CCN(c2ncnc3nc[nH]c23)CC1 | i | 2.2 | 4.6 | 1.9 | 4.5 | 1.2 | -1 | 615 | i | 50 | 0.82 | -0.27 | 0.55 | 0.73 | -2.5 | 1110 | 10% | 0.45 | 2032
O=CNc1ccccc1Oc1ccccc1 | i | 0.4 | 3.8 | 2.4 | 9.8 | 1.1 | -8 | 738 | i | 33 | 1.3 | -0.085 | 1.6 | -0.82 | -1.8 | 1208 | 4% | -0.09 | 1234
COc1ccc(NC(=O)/C(=C/c2cccnc2)NC(=O)c2cccs2)cc1 | i | 1.3 | 6.1 | 1.2 | 2.3 | 1.2 | -6 | 681 | i | 38 | 0.77 | -0.24 | 0.64 | -1.2 | 0.5 | 1088 | 14% | 0.2 | 1493
CCOC(=O)CSc1nnc(CCCCCN2C(=O)c3cccc4cccc(c34)C2=O)o1 | i | 0.2 | 2.8 | 3.2 | 10 | 1 | 10 | 575 | i | 27 | -0.88 | -0.33 | -0.88 | 0.66 | -0.5 | 552 | -1% | -0.35 | 1342
CCOC(=O)Cc1csc(NC(=O)Nc2ccc(F)cc2)n1 | i | 0.5 | . | . | . | . | 4 | 738 | i | 36 | 0.16 | -0.19 | -0.015 | -0.47 | -4.2 | 1088 | . | 0.45 | 1462
CCN(CC)c1ccc(-c2nn3c(-c4ccccc4OC)nnc3s2)cc1 | ? | . | 21 | 7.9 | 59 | 1.2 | . | . | i | 17 | -0.4 | -0.044 | 0.12 | 0.011 | . | . | 8% | ? | .
COc1ccc(Cn2c(O)c(C=Nc3ccccc3C(=O)O)c3ccccc3c2=O)cc1 | i | 0.6 | . | . | . | . | 33 | 773 | i | 29 | 0.45 | -0.27 | 0.12 | 0.43 | 0.2 | 1297 | . | 0.25 | 1071
Cc1cccc(OCC(=O)N2CCOCC2)c1 | i | 0.4 | 2.7 | 4.0 | 5.0 | 1.1 | -8 | 641 | i | 31 | -0.23 | -0.29 | -0.5 | 0.73 | 3.5 | 428 | -11% | 0.36 | 1106
CCN(CC)CCCNC(=O)c1cc2nc3c(c(C(F)(F)F)n2n1)CCc1ccccc1-3 | i | 0.3 | 2.8 | 1.9 | 7.8 | 0.9 | 13 | 773 | i | 50 | 0.47 | -0.25 | 0.34 | -0.29 | 0.7 | 1055 | -12% | . | .
CCCCC(=O)OCc1nc(N)nc(Nc2ccccc2C)n1 | i | 0.5 | 1.5 | 3.4 | 0.1 | 1.1 | -11 | 647 | i | 50 | 1.5 | -0.22 | 0.27 | -0.42 | 1.9 | 991 | 9% | 0.09 | 1317
CC(C)(C)SCCNC(=O)CN(c1ccccc1)S(=O)(=O)c1ccc(F)cc1 | i | 0.5 | 2.4 | 2.3 | 5.5 | 1.1 | -3 | 687 | i | 61 | -0.15 | -0.24 | 0.082 | -0.1 | -0.1 | 1020 | 2% | 0.11 | 1530
CC1CCc2c(sc(NC(=O)c3ccc(-c4ccccc4[N+](=O)[O-])o3)c2C#N)C1 (stereo not drawn) | i | 2.3 | 2.7 | 1.4 | 7.7 | 0.9 | . | . | i | 24 | 0.66 | -0.19 | 0.69 | 0.1 | 3.6 | 1417 | 7% | -1.2 | 1055
CC(=O)Nc1ccc(NC(=O)CCSCCc2ccccn2)cc1 | i | 0.2 | 1.8 | 2.2 | 5.2 | 1 | 16 | 732 | i | 27 | 0.35 | -0.057 | 0.56 | -1.8 | 0.9 | 1087 | 1% | 0.3 | 1370
NC(=O)CSc1nc2ccc([N+](=O)[O-])cc2[nH]1 | i | 0.0 | 2.2 | 1.7 | 2.7 | 0.8 | 7 | 739 | i | 52 | -0.48 | -0.26 | -0.39 | 0.61 | 0.5 | 1057 | -11% | 0.07 | 1293
COc1ccc(C(=O)/C=C/c2ccc(OC3CSC3)cc2)cc1OC | i | 0.3 | 5.2 | 2.3 | 1.9 | 1.1 | -27 | 491 | i | 16 | -0.23 | -0.18 | -0.18 | -0.51 | 0.1 | 1068 | 27% | 0.42 | 1238
O=C1C=C(Nc2ccccc2O)c2ccccc2C1=O | i | 5.0 | 88 | 2.2 | 90 | 0.8 | . | . | i | 37 | -1.3 | 0.11 | -0.62 | 0.19 | . | . | 35% | . | .
CN(C)CCNc1c2c(nc3nnnn13)CCCC2 | i | 0.3 | 1.7 | 1.8 | 7.2 | 1.1 | 6 | 734 | i | 59 | -0.32 | -0.3 | -0.061 | 0.56 | 0.9 | 962 | 0% | -0.06 | 1252
O=C1C(=O)N2C(=C1C(=O)N1CCCCCC1)c1ccccc1CC21CCCC1 | i | 0.6 | . | . | . | . | 2 | 634 | i | 18 | -0.12 | -0.72 | -0.38 | -0.53 | 1.4 | 1349 | . | -0.29 | 1035
Cc1[nH][nH]c(=O)c1C(c1ccc(-c2cccc(Cl)c2)o1)c1c(C)[nH][nH]c1=O | i | 0.4 | . | . | . | . | -44 | 661 | i | 48 | -0.025 | -0.25 | 0.54 | -0.48 | -1.2 | 1259 | . | -0.07 | 1032
COc1cc2c(cc1OC)C1(CCCC1)CNC2c1ccc([N+](=O)[O-])cc1 (stereo not drawn) | i | 1.0 | 2.2 | 1.5 | 4.2 | 1 | -7 | 661 | i | 28 | 0.76 | -0.02 | 0.31 | -0.85 | -1.6 | 1126 | 5% | 0.41 | 1418

Ordered by the number under Myeloid diff 2 GFP+ MAC1+ % (descending): some entries from above
Molecule,Myeloid diff 2 GFP+ MAC1+ %
CC1CCc2c(sc(NC(=O)c3ccc(-c4ccccc4[N+](=O)[O-])o3)c2C#N)C1 (stereo not drawn),2.3
O=C1C(=O)N2C(=C1C(=O)N1CCCCCC1)c1ccccc1CC21CCCC1,0.6
Cc1cccc(OCC(=O)N2CCOCC2)c1,0.4
